Tau fluor cs = counter-screen for tau fibril formation inhibitors. tau K18 P301L Alexa594 fluorescence, heparin fibrillization. Potency, µM (top dose mostly 57.7 µM), inactives show at the top dose activity change, negative = decrease. hit rate 0.93% among 280,000. AID 1463; further: on the % scale 0 is the no-effect control and ±100 the full control effect; nearly all actives have a fitted effect of over 55% in size
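Human tau K18 P301L (15 uM unlabeled, 0.24 uM Alexa 594-labeled) in 100 mM sodium acetate pH 7 with 20 uM heparin, 6 hr at 37 C. ThT 30 uM added, 1 hr ambient; Alexa 594 FP and total fluorescence read at 555/632 nm.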
Epigenetic reg = derepresses silenced GFP reporter in murine cells. murine LDR cells, GFP reporter derepression, 30 h. Potency, µM (doses to about 53.9 µM), without a hit: top-dose GFP activation, most hits filed as activators. hit rate 0.2% among 280,000. AID 1865; further: % of control where 0% means no effect; nearly all actives have a fitted effect of over 60% in size
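Murine LDR cells bearing a silenced CMV-driven GFP reporter were exposed to compound for 30 h at 37 C. After PBS washes, GFP-positive cells (20-120 um objects) counted by laser-scanning microplate cytometry.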
GAA glycogen mod = alters human alpha-glucosidase cleavage of glycogen; recombinant GAA, glycogen substrate, Amplex Red glucose oxidase fluorescence; hit rate 0.38% among 300,000; Potency, µM (series often up to 76.4 µM), for inactives: top-dose activity change, negative = inhibition, hits mostly inhibitors;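 further: 0% = full enzyme reaction and -100% = no-enzyme basal signal; the screen sought inhibitors and activators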
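Natural-substrate format: glycogen cleavage by 4 nM human enzyme, glucose read by Amplex Red coupling (Ex 573, Em 610 nm). Normalized to enzyme and no-enzyme controls.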
* marks the source's active call; other numbers are inactive results; ? = inconclusive; & = joins results of further samples; [ ] = remark or other dose. The call rests on the fitted dose curve; in most records, active means well fitted curve in the direction sought with a large enough effect; inconclusive means small, poorly fitted or top-dose-only effect, or another doubt; inactive means no such curve, though single readings can be large; an effect the other way counts as inactive or inconclusive. Potency means the concentration at half of the fitted maximal effect. Not all compounds are listed, so the mix of outcomes need not match the whole.

SMILES | Tau fluor cs | Epigenetic reg | GAA glycogen mod
COC(=O)c1cc2sc(Cl)cc2n1Cc1nc(-c2ccc(OC)cc2)oc1C | -18% | 1.4% | -2%[76.3 µM]
Fc1ccc(-c2ccc(CNCCSc3nnnn3-c3ccccc3)o2)cc1 | -24% | -1.6% | 3%[76.3 µM]
CCOC(=O)c1c(NC(=O)CSc2cn(CCNC(=O)c3c(F)cccc3F)c3ccccc23)sc2c1CCC2 | -27% | 0.0% | -15%[76.3 µM]
O=C(Nc1cc2c(cc1C(=O)c1ccccc1Cl)OCCO2)c1ccc(Br)cc1 | -16% | -1.6% | 11%[76.3 µM]
CCOc1ccc(NC(=O)c2oc3ccccc3c2NC(=O)c2c(F)cccc2F)cc1 | ? | -3.1% | -7%[76.3 µM]
CCCn1c(=O)c2c(nc3n2CCN3c2ccc(C)cc2)n(C)c1=O | -17% | 0.8% | 12%[76.3 µM]
Cc1cccc(NC(=O)C(Cc2ccccc2)N2Cc3ccccc3C2=O)c1C (centres undefined) | -13% | 0.8% | -14%[76.3 µM]
CCOC(=O)c1c(NC(=O)/C=C/c2ccc(OC)cc2)sc2c1CCC(C)C2 (centres undefined) | -6% | -0.8% | 13%[76.3 µM]
Cc1ccc2c(c1)-c1nc(-c3ccc4c(c3)NC(=O)CO4)cc(-c3ccc(Cl)cc3)c1CO2 | -1% | 0.0% | -7%[76.3 µM]
CCOC(=O)c1ccccc1NC(=O)c1sc2nc3n(c(=O)c2c1C)CCCC3 | -30% | 2.2% | -16%[76.3 µM]
O=C(Cn1nnc(-c2ccccc2Cl)n1)Nc1ccc(Br)cc1 | ? | -0.8% | 6%[76.3 µM]
COc1cccc(NS(=O)(=O)c2ccc3c(c2)N(C)C(=O)CC(=O)N3C)c1 | -8% | -2.0% | -17%[76.3 µM]
COC(=O)c1ccc(NC(=O)CN2C(=O)c3cccc4cccc2c34)cc1 | -18% | 1.0% | 6%[76.3 µM]
O=C(NCCn1cc(SCc2ccc(C(F)(F)F)cc2)c2ccccc21)c1ccccc1F | ? | 0.0% | -7%[76.3 µM]
O=C(COCc1cc(-c2cccs2)on1)Nc1ccc(OC(F)(F)F)cc1 | -15% | -1.2% | -12%[76.3 µM]
CCOc1ccc(NC(=O)CN(Cc2ccccc2)S(=O)(=O)c2ccc(Cl)cc2)cc1 | -19% | -1.6% | -4%[76.3 µM]
CCn1c(CNC(=O)c2ccc(OC)cc2)nnc1SCC(=O)Nc1ccc(F)cc1 | -6% | 0.0% | -2%[76.3 µM]
FC(F)(F)c1cccc(N2CCN(c3ncnc4c3nc3n4CCCC3)CC2)c1 | 4% | 0.0% | 15%[76.3 µM]
CN(C)c1ccc(C2CC(c3c(O)n(C4CCCCC4)c(=O)[nH]c3=O)=Nc3ccccc3S2)cc1 (centres undefined) | -2% | -0.9% | 2%[76.3 µM]
CCc1ccccc1NC(=O)c1cc(-c2ccc3c(c2)OCO3)on1 | -4% | 2.7% | 3%&-12%[76.3 µM]
Cc1ccc(Cn2ccn(CC(=O)Nc3c(C)cc(C)cc3C)c(=O)c2=O)cc1 | 4% | ? | 10%[76.3 µM]
CC1CN(C(=O)N2CCC(C(=O)NCc3ccco3)CC2)c2ccccc2O1 (centres undefined) | ? | 1.4% | 6%[76.3 µM]
O=C(CCn1c(=O)c2cccn2c2cccnc21)NCc1ccccc1F | -4% | 2.9% | 1%[76.3 µM]
CCc1cccc(C)c1NC(=O)CCCn1c(=O)c2cccn2c2cccnc21 | 7% | 0.7% | -7%&13%[76.3 µM]
O=C1c2[nH]nc(-c3ccccc3O)c2C(c2cccc(OCc3ccccc3)c2)N1CCCO (centres undefined) | -24% | -1.9% | -3%[76.3 µM]
O=C(CCCn1c(=O)c2cccn2c2ccc(F)cc21)NCCc1ccccc1 | 4% | 1.4% | -15%[76.3 µM]
CCCCc1ccc(-n2nc3cc(C)c(NC(=O)Cc4ccccc4)cc3n2)cc1 | 40µM*[quencher] | -1.1% | -8%[76.3 µM]
CSc1ncc(C(=O)NCc2ccccc2Cl)c(C(F)(F)F)n1 | -4% | -1.2% | -9%[76.3 µM]
CCCCOc1ccc(C(=O)NCC2(N3CCN(C)CC3)CCCCC2)cc1 | -9% | 1.1% | 4%[76.3 µM]
Cc1ccc(Cl)cc1N1CCN(C(=O)c2ccc3c(c2)N(Cc2ccccc2)CCS3)CC1 | -20% | -0.2% | -8%[76.3 µM]
CCOc1ccccc1NC(=O)N1CC(CC)Oc2ccccc21 (centres undefined) | 3% | 1.4% | -5%[76.3 µM]
COc1ccc(N(CC(=O)Nc2ccc(C)c(C)c2)S(=O)(=O)c2ccc(C)cc2)cc1OC | ? | -0.8% | 9%[76.3 µM]
COc1ccc(CCNCc2c(C(=O)O)c(C)n(Cc3cccc(C)c3)c2C)cc1OC | 4% | -2.8% | 13%[76.3 µM]
Cc1ncc(CO)c2c1Oc1nc(-c3ccc(Cl)cc3)nc(SCC(=O)N3CCCCC3)c1C2 | -5% | -1.5% | -5%[76.3 µM]
COc1ccc(NC(=O)C(Cc2ccccc2)NS(=O)(=O)c2ccc(Br)s2)cc1OC (centres undefined) | ? | 7.0% | -8%[76.3 µM]
COc1ccc(Nc2cc(C(=O)NCCCN3CCN(c4ccccc4F)CC3)c3ccccc3n2)c(OC)c1 | 7.1µM*[quencher] | -0.9% | 0%[76.3 µM]
CC(NC(=O)c1ccc2c(c1)N(Cc1ccc(Cl)cc1)C(=O)c1ccccc1S2(=O)=O)c1ccccc1 (centres undefined) | -14% | 0.0% | 5%[76.3 µM]
Cc1nc2cc(-c3ccccc3)nn2c(C)c1CCC(=O)NCc1cccc(Cl)c1 | -7% | 0.8% | -1%[76.3 µM]
CCOC(=O)Cn1c(=O)oc2cc(S(=O)(=O)N3CCCC(C)C3)ccc21 (centres undefined) | -1% | 0.0% | -6%[76.3 µM]
CC1=C(c2ccc(Cl)cc2)S(=O)(=O)NC1=NCc1ccc(C)cc1 | -9% | 4.8% | -17%[76.3 µM]
CCC(=O)N1CCc2cc(Br)cc(S(=O)(=O)N3CCCC(C(=O)Nc4ccc(OC)c(Cl)c4)C3)c21 (centres undefined) | -18% | 0.0% | -13%[76.3 µM]
CC(=O)Nc1nonc1-c1nnc(SCC(=O)Nc2ccc(C)c(Cl)c2)n1C | -9% | -2.4% | 1%[76.3 µM]
COc1cccc(-n2c(=O)c3sc4ccccc4c3n(Cc3c(F)cccc3Cl)c2=O)c1 | 3% | 5.7% | 11%[76.3 µM]
COc1ccc(-c2cn3nc(N4CCC(C(=O)NCc5cccc(Cl)c5)CC4)sc3n2)cc1 | -11% | 0.0% | -8%[76.3 µM]
CCc1ccc(NC(=O)C2CCCN(S(=O)(=O)c3ccc(F)cc3)C2)cc1 (centres undefined) | -18% | -1.8% | 9%[76.3 µM]
CC(C)(C)c1ccc(Oc2nc3ccccn3c(=O)c2/C=C(\C#N)c2nc3ccccc3s2)cc1 | -20% | 1.9% | -7%[76.3 µM]
O=C(C1CCCN(S(=O)(=O)c2cccc3nonc23)C1)N1CCN(c2cccc(C(F)(F)F)c2)CC1 (centres undefined) | -30% | 4.6% | 9%[76.3 µM]
O=C(NCc1ccc2c(c1)OCO2)c1ccc2c(c1)N(Cc1c(F)cccc1Cl)C(=O)c1ccccc1S2 | -20% | 0.5% | -5%[76.3 µM]
CCOc1ccc(NC(=O)N2CCC(CN3CCC(C)CC3)CC2)cc1 | -5% | 2.5% | -3%[76.3 µM]
Cc1ccc(S(=O)(=O)N2CCc3cc(C(=O)Nc4ccc(Cl)cc4C)ccc32)cc1 | -5% | 2.5% | -7%[76.3 µM]
(listing goes on)
SMILES | Tau fluor cs | Epigenetic reg | GAA glycogen mod
CCOc1cc(/C=C(\C#N)C(=O)Nc2ccc(OC)cc2)ccc1OCc1cc(=O)n2nc(CC)sc2n1 | 2% | -2.7% | ?
O=c1c2sc3ccccc3c2n(Cc2ccccc2F)c(=O)n1CCc1ccccc1 | -5% | -8.6% | -12%[76.3 µM]
Cc1cc(C)c(NC(=O)Cn2nnc(C(=O)Nc3ccc(F)cc3F)c2N)c(C)c1 | -2% | -1.3% | -1%[76.3 µM]
CC(C)(C)c1ccc(-c2nc(SCC(=O)Nc3ccc(Cl)cc3)[nH]c(=O)c2C#N)cc1 | 3% | -2.4% | 11%[76.3 µM]
O=C(CCn1c(=O)c2cccn2c2ccc(F)cc21)NCc1ccccc1F | -2% | 6.5% | 12%[76.3 µM]
CC(C)c1ccc(NC(=O)C2CCCN(S(=O)(=O)c3cccc4nonc34)C2)cc1 (centres undefined) | -11% | ? | 10%[76.3 µM]
O=C(c1cc(-c2ccc(Br)cc2)n[nH]1)N1CCN(S(=O)(=O)c2ccc(Br)s2)CC1 | -25% | 8.6% | 11%[76.3 µM]
Cc1cc(O)c(CN2CCN(c3ccccc3)CC2)c2oc(=O)cc(C)c12 | -2% | -3.9% | 8%[76.3 µM]
Cc1ccc2oc(-c3cccc(NC(=O)Cc4ccc(Cl)cc4)c3)nc2c1 | -9% | 0.0% | -10%[76.3 µM]
COc1ccc(CCNC(=O)c2ccc(Cn3c(=O)c4ccccc4n(Cc4ccc(F)cc4Cl)c3=O)cc2)cc1OC | -11% | 3.5% | 13%[76.3 µM]
CCc1ccc(C(=O)c2cn(CC(=O)Nc3ccc(F)cc3)c3ccc(F)cc3c2=O)cc1 | ? | 11% | 13%[76.3 µM]
CCCOC(=O)c1c(NC(=O)c2nc3ncccn3n2)sc(C(N)=O)c1C | -4% | 0.1% | -7%[76.3 µM]
Cc1ccc(OCCn2cc(C(=O)c3ccco3)c3ccccc32)cc1C | ? | -1.0% | -20%[76.3 µM]
Cc1cc(C)c(NC(=O)CSc2nc3nc(C)cc(C)n3n2)c(C)c1 | -20% | 1.6% | 3%[76.3 µM]
O=C(NCc1ccccc1)c1nc(S(=O)(=O)Cc2ccc(F)cc2)ncc1Cl | 10% | ? | -13%[76.3 µM]
O=C(COc1ccc(Cl)cc1)Nc1nnc(S(=O)(=O)N2CCc3ccccc32)s1 | -23% | 0.0% | 3%[76.3 µM]
CCc1c(C)nc2nncn2c1NCc1ccc(Cl)cc1 | 7% | -0.9% | -12%[76.3 µM]
CC(C)(C)C1CCc2c(sc(NC(=O)Cn3nnc(-c4ccccc4Cl)n3)c2C#N)C1 (centres undefined) | ? | -1.1% | -9%[76.3 µM]
COc1cc(C2N=C(N)Nc3nc4ccccc4n32)ccc1OCC(=O)O (centres undefined) | -9% | -1.1% | 15%[76.3 µM]
Cc1ccc(CCNC(=O)CCCn2c(=O)c3cccn3c3ccc(F)cc32)cc1 | 15% | 0.8% | 6%[76.3 µM]
CCCC(=O)NC(C)c1nc2ccccc2n1Cc1ccccc1 (centres undefined) | -4% | -3.5% | 14%[76.3 µM]
CCC(C(=O)N1CCN(c2ccc(OC)cc2)CC1)n1nc(C)n2c(cc3occc32)c1=O (centres undefined) | -16% | -3.2% | -7%[76.3 µM]
O=S(=O)(c1ccccc1)c1nc(-c2cccs2)oc1SCc1ccccc1Cl | ? | 15% | -15%[76.3 µM]
CCC(=O)Nc1ccc(C)cc1-c1nc2ccccc2n(C(C)C(=O)Nc2ccccc2CC)c1=O (centres undefined) | -2% | 7.2% | -4%[76.3 µM]
CCOC(=O)c1c(C)c(-c2ccccc2)n(CC(=O)NC2CCCCCC2)c1C | 1% | 0.0% | -15%[76.3 µM]

Entries from the list above with an aryl thioether with sulfur outside any ring:
SMILES | Tau fluor cs | Epigenetic reg | GAA glycogen mod
Fc1ccc(-c2ccc(CNCCSc3nnnn3-c3ccccc3)o2)cc1 | -24% | -1.6% | 3%[76.3 µM]
CCOC(=O)c1c(NC(=O)CSc2cn(CCNC(=O)c3c(F)cccc3F)c3ccccc23)sc2c1CCC2 | -27% | 0.0% | -15%[76.3 µM]
O=C(NCCn1cc(SCc2ccc(C(F)(F)F)cc2)c2ccccc21)c1ccccc1F | ? | 0.0% | -7%[76.3 µM]
CCn1c(CNC(=O)c2ccc(OC)cc2)nnc1SCC(=O)Nc1ccc(F)cc1 | -6% | 0.0% | -2%[76.3 µM]
CSc1ncc(C(=O)NCc2ccccc2Cl)c(C(F)(F)F)n1 | -4% | -1.2% | -9%[76.3 µM]
Cc1ncc(CO)c2c1Oc1nc(-c3ccc(Cl)cc3)nc(SCC(=O)N3CCCCC3)c1C2 | -5% | -1.5% | -5%[76.3 µM]
CC(=O)Nc1nonc1-c1nnc(SCC(=O)Nc2ccc(C)c(Cl)c2)n1C | -9% | -2.4% | 1%[76.3 µM]
CC(C)(C)c1ccc(-c2nc(SCC(=O)Nc3ccc(Cl)cc3)[nH]c(=O)c2C#N)cc1 | 3% | -2.4% | 11%[76.3 µM]
Cc1cc(C)c(NC(=O)CSc2nc3nc(C)cc(C)n3n2)c(C)c1 | -20% | 1.6% | 3%[76.3 µM]
O=S(=O)(c1ccccc1)c1nc(-c2cccs2)oc1SCc1ccccc1Cl | ? | 15% | -15%[76.3 µM]
